CHRM1 antagonist = human CHRM1 antagonism. P11229. CHO-K1 hM1, Fluo-8 calcium fluorescence, ACh EC80 antagonist. inhibition, % at 3 µM. actives 1.3% (n = 360,000);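 active = percent inhibition above its own plate's cutoff, namely the mean of that plate's compound wells plus 3 SD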;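 also: peak over basal fluorescence ratio during 140 s after agonist addition; 0% = ACh EC80 plus DMSO and 100% = DMSO alone without agonist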
Target sequence (P11229 whole entry, looked up): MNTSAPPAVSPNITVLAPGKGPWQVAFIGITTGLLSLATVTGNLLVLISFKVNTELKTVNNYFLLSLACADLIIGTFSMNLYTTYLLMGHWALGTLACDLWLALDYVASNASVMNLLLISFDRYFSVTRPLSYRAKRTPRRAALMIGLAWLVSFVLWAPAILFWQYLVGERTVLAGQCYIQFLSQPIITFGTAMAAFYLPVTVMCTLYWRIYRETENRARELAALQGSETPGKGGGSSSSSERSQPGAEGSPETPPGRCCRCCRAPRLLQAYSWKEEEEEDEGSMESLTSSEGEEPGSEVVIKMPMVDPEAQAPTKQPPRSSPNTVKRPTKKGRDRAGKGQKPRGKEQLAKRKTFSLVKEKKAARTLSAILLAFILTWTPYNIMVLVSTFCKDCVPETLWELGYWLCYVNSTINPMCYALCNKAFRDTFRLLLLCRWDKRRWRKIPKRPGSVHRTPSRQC
CHO-K1 Ca antag = nonselective inhibitor or artifact in parental CHO-K1 cells; ATP-induced calcium, Fluo-8 fluorescence; inhibition, % at 3 µM; actives 0.6% (n = 360,000); AID 602250;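 active = inhibition above a per-plate cutoff, the plate's mean sample inhibition plus 3 SD, cut at about 24% in these data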;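 also: 0% = DMSO plus EC80 ATP and 100% = DMSO alone without ATP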
CHO parental Ca = signal in parental CHO cells, OX1R antagonist counter-screen. inhibition, % at 5.6 µM. parental CHO-K1, ATP-induced calcium, Fluo-8 fluorescence. actives 0.63% (n = 330,000). AID 463079;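 active = inhibition above that plate's mean sample inhibition plus 3 SD, cut at about 26% in these data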;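 also: 0% = ATP-challenged DMSO wells and 100% = DMSO wells without ATP; some compounds past the cut are filed as inactive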
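Test system: parental CHO cells; detection: calcium-sensitive Fluo-8 fluorescence; evaluation: percent inhibition of calcium signal; also added: ATP as calcium-mobilizing challenge; repeats: one well per compound; control set: ATP-challenged DMSO wells low, unchallenged DMSO wells high; compound: single nominal dose of 5.6 µM per compound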
M1 PAM = potentiates human M1 receptor response to acetylcholine | activation, % at 3 µM | P11229 | CHO-K1 hM1, Fluo-8 calcium fluorescence, ACh EC20; 0% = ACh EC20, 100% = maximal ACh | actives 0.088% (n = 360,000); in the data active = activation above about 19%, passing the limit was not always enough
TAAR1 ag = agonists of human TAAR1; Q96RJ0; CHO RD-HGA16 TAAR1, Fluo-8 calcium fluorescence; vehicle wells 0%, saturating PEA agonist 100%; activation, % at 3 µM; actives 0.99% (n = 360,000);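 active = activation above the mean activation of all test compounds in the run plus 3 SD, cut at about 38% in these data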
Target sequence (Q96RJ0 whole entry, looked up): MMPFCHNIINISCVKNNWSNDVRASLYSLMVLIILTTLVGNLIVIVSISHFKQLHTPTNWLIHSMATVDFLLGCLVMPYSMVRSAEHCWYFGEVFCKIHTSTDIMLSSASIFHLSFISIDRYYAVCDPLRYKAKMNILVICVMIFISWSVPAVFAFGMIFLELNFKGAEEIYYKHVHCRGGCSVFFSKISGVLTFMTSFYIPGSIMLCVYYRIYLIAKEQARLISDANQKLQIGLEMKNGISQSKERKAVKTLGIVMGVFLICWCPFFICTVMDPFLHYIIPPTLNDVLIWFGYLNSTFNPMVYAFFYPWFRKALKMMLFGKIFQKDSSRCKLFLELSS
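Test system: RD-HGA16 (CHO) cells co-expressing Gα16 and hTAAR1 | Doses: Single dose, 3 µM | Schedule: 17-24 h seeding, 75 min 37 °C dye, 30 min RT | Evaluation: % activation from peak over basal fluorescence ratio, DMSO-to-PEA scaled | Technique: Kinetic Fluo-8 calcium fluorescence | Benchmarks: Low control DMSO, high control PEA (EC100)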
CHO-K1 Ca ag = M1 agonist counterscreen hit in parental CHO-K1 cells. Fluo-8 calcium fluorescence; scaled to maximal ATP response, vehicle zero. actives 0.48% (n = 360,000). AID 602248. activation, % at 3 µM; in the data active = activation above about 15%;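 also: untransfected CHO-K1 host cells lacking M1 receptor as counterscreen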
TAAR1 antagonist = antagonists of human TAAR1 | AID 624466 | actives 1.5% (n = 360,000) | CHO RD-HGA16 TAAR1, Fluo-8 calcium fluorescence, antagonist | Q96RJ0 | inhibition, % at 3 µM;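 active = inhibition above a per-plate cutoff, the mean inhibition of test compounds on that plate plus 3 SD, cut at about 49% in these data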;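 also: 0% = DMSO plus EC80 beta-PEA response and 100% = DMSO alone without agonist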
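test system = CHO RD-HGA16 cells bearing hTAAR1 | replication = singlicate | controls = DMSO-only wells and EC80 β-PEA-stimulated wells | reagent = EC80 β-phenethylamine stimulus | read-out basis = percent inhibition of PEA-evoked calcium signal, max/basal emission ratio | schedule = seeding 17-24 h prior, 75-min 37 °C, 30-min RT dye loading | signal = kinetic Fluo-8 calcium fluorescence measurement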
CHO-K1 Ca PAM = M1 PAM counterscreen hit in parental CHO-K1 cells; actives 0.02% (n = 360,000); ATP EC20, Fluo-8 calcium fluorescence; 0% at ATP EC20, 100% at ATP max; activation, % at 3 µM;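 active = activation above the run cutoff, the mean activation of all test compounds plus 3 SD, cut at about 40% in these data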;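 also: peak over basal fluorescence ratio in a 140 s read after ATP addition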
M1 ag = agonists of human M1 muscarinic receptor; P11229; CHO-K1 hM1, Fluo-8 calcium fluorescence, agonist mode; 0% DMSO, 100% acetylcholine EC100; activation, % at 3 µM; actives 0.33% (n = 360,000); AID 588814;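 active = activation above the run's mean compound activation plus 3 SD, cut at about 16% in these data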;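 also: peak over basal fluorescence ratio within a 140 s kinetic read after compound addition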
Numbers without * were called inactive; / = no result given; & = joins results of further samples.

SMILES | CHRM1 antagonist | CHO-K1 Ca antag | CHO parental Ca | M1 PAM | TAAR1 ag | CHO-K1 Ca ag | TAAR1 antagonist | CHO-K1 Ca PAM | M1 ag
COc1ccc(C(CC(=O)O)NC(=O)Cc2ccccc2)cc1 (stereo not drawn) | -5 | -9 | 2 | 2 | 15 | 0.5 | 0 | 11 | -3
COc1ccc(C(=O)C2CCCN(C(=O)Cn3nc(C)nc3C)C2)cc1F (stereo not drawn) | -12 | -14 | / | 8 | 0 | 1.1 | -7 | 24 | -5
COc1ccc(OC)c(CNc2ccc(F)c(Cl)c2)c1 | -11 | -9 | -24 | -5 | 0 | 0.4 | 3 | 20 | -3
CC(C)c1cc(CNC(=O)c2ccc(OC3CCN(Cc4ccccn4)CC3)cc2)on1 | 6 | -7 | -21 | -12 | 3 | 3.1 | -11 | 5 | -13
O=c1[nH]nc(Cc2ccc(Cl)cc2)c2ccccc12 | -1 | -1 | -9 | 9 | 21 | 3.9 | 11 | 19 | 8
COc1cc(/C=N/NC(=O)CNC(=O)c2ccncc2)ccc1O | -12 | -2 | -4 | 2 | 1 | 0.7 | -6 | 3 | -3
COC(=O)c1ccn(CC(=O)NC2CCCCC2)n1 | 1 | -22 | 13 | 5 | 0 | 0.8 | -27 | 14 | -4
COc1ccc(NC(=O)c2cc(S(=O)(=O)N3CCc4ccccc43)cn2C)cc1 | -15 | -3 | 7 | 9 | 0 | -0.1 | -23 | 15 | -2
CC(C)(C)C(=O)/C(C#N)=C/c1cccs1 | -21 | 10 | 1 | 13 | 5 | 0.1 | 14 | -20 | 1
COCCN(Cc1cc2cc(C)ccc2[nH]c1=O)S(=O)(=O)c1ccc(Cl)cc1 | -5 | -18 | -27 | 0 | 1 | 2.1 | -19 | 21 | -7
COc1ccccc1/C=C/C=N/NC(=O)c1ccc(=O)n(C)c1 | 2 | 14 | 1 | 12 | 9 | -0.2 | -22 | -2 | 1
Cc1ccccc1-c1nc(CS(=O)(=O)CC(=O)NCCN2CCOCC2)c(C)o1 | -15 | -16 | -4 | 8 | -1 | 1.9 | 3 | 25 | -1
COc1c2ccoc2c(OC[C@@H](O)C(C)(C)O)c2oc(=O)ccc12 | 3 | -11 | -14 | -6 | 2 | 0.1 | -1 | -7 | -4
C=CC[C@@H](CC(=O)NCCO)C(=O)N[C@@H](COC(=O)[C@@H](CC=C)CC(=O)OC(C)(C)C)Cc1c[nH]c2ccccc12 | 16 | -8 | -17 | -10 | 8 | -0.5 | 36 | 0 | -2
Cc1cc(C(=O)N2CCN(c3ccccc3)CC2)no1 | -11 | -9 | -4 | 20 | / | 0.1 | / | 11 | 3
CC(=O)c1ccc(NC(=S)N(C)C2CCN(C)CC2)cc1 | -10 | 3 | -10 | 9 | 6 | 0.6 | -4 | 7 | -3
CCOC(=O)c1c(C)[nH]c(C)c1C(=O)CSc1nc2ccccc2c(=O)n1-c1ccc(Cl)cc1 | 10 | -13 | -32 | -4 | 5 | 3.1 | 29 | 37 | -6
Cc1cc(C)c2nc(NNC(=O)c3ccc(S(=O)(=O)N4CCCC(C)C4)cc3)sc2c1 (stereo not drawn) | -13 | -9 | -13 | 4 | 0 | 2.4 | 11 | 12 | -3
Cc1ccccc1C(=O)NC(=S)Nc1ccc(Cc2ccncc2)cc1 | 0 | -7 | -14 | 2 | 5 | 1.2 | 1 | 19 | -4
COCc1nnc(NC(=O)c2ccc(NC(=O)C(C)C)cc2)s1 | -4 | -9 | -11 | 2 | 13 | 0.2 | 4 | 21 | -5
CC(C)N(Cc1ccccc1)S(=O)(=O)c1cccs1 | -5 | -12 | -10 | 4 | 2 | -1.4 | -28 | 7 | -6
Cc1ccc2[nH]c3c(=O)n(CCc4cnc[nH]4)cnc3c2c1 | 3 | -8 | -1 | 7 | 20 | 0.3 | 0 | 4 | 0
CCS(=O)(=O)N1CCC(C(=O)NCCCOC)CC1 | -3 | -3 | -7 | 1 | 3 | 0.0 | -9 | 2 | 0
CCN(CC)S(=O)(=O)c1cccc(-c2nnc(SCCCC(=O)c3ccccc3)o2)c1 | 5 | -5 | -4 | -3 | 8 | 2.6 | 34 | 13 | -3
CC(C)(C)c1ccc(S(=O)(=O)N(CCCN2CCOCC2)Cc2cccs2)cc1 | 6&5 | -2&-2 | -20 | -4&-5 | 5&8 | 4.4&3.8 | 16&37 | -11&7 | -4&-8
O=C(OCC(=O)N1CCOCC1)c1ccc2ccccc2c1O | -8 | -13 | -12 | 7 | 14 | 3.0 | -7 | 20 | -2
Cc1nnc(SCc2ccc(F)cc2)s1 | -2 | -22 | 4 | 4 | 9 | 1.2 | 1 | 26 | -7
COc1ccc(S(=O)(=O)N2CCOCC2)cc1C(=O)N(C)Cc1ccco1 | -9 | -10 | -5 | 5 | -1 | 0.1 | 11 | -11 | -4
Cc1cccc(N2CCN(C(=O)C3CCN(S(=O)(=O)N4CCOCC4)CC3)CC2C)c1 (stereo not drawn) | 0 | -3 | 3 | -3 | 21 | 5.5 | 14 | -12 | -5
Cc1ccc(C(=O)OCC(=O)N(CC(C)C)c2c(N)n(Cc3ccccc3)c(=O)[nH]c2=O)o1 | -10 | -7 | -11 | 9 | 2 | 0.9 | -6 | 2 | -4
COc1ccc(C(C(=O)NC2CCCCC2)N(C(=O)c2csnn2)C2CC2)cc1 (stereo not drawn) | -6 | -7 | -19 | 2 | 3 | 0.2 | -7 | -12 | -1
COc1cccc(Nc2nnc(SCN3C(=O)c4ccccc4C3=O)s2)c1 | -11 | -10 | 15 | 12 | 13 | 1.4 | 7 | 24 | -6

Copied from the list.
TAAR1 antagonist with `Cc1nnc(SCc2ccc(F)cc2)s1` = 1
CHO parental Ca with `COc1ccc(C(C(=O)NC2CCCCC2)N(C(=O)c2csnn2)C2CC2)cc1` (stereo not drawn) = -19

The list continues.
SMILES | CHRM1 antagonist | CHO-K1 Ca antag | CHO parental Ca | M1 PAM | TAAR1 ag | CHO-K1 Ca ag | TAAR1 antagonist | CHO-K1 Ca PAM | M1 ag
O=C(Cc1c[nH]c2ccccc12)NCc1ccncc1 | -13 | -14 | -7 | 6 | 0 | 1.1 | -3 | 7 | -4
COc1cc(C2C(C#N)=C(N)Oc3c2ccc2ccccc32)ccc1OCC(=O)Nc1cccc(C)c1 (stereo not drawn) | -6 | -7 | -6 | 13 | 1 | 0.0 | -2 | 10 | -3
CC(COc1cccc2ccccc12)CN1CCN(C)CC1 (stereo not drawn) | -8 | -20 | -6 | 4 | 7 | 5.4 | 10 | 29 | -8
O=C(Nc1cccc(-c2cn3ccccc3n2)c1)c1ccccc1 | -21 | -11 | -20 | 16 | 6 | 3.6 | 7 | 12 | -4
COC(=O)c1[nH]c2ccc(C)cc2c1NC(=O)C1=COCCO1 | -20 | 5 | -2 | 5 | 9 | 0.0 | 6 | 4 | -2
COc1ccc(-c2ccc(CN3C(C(C)C)C(=O)N(Cc4cn(Cc5ccco5)nn4)CCS3(=O)=O)cc2)cc1 (stereo not drawn) | -17 | -15 | / | 12 | -1 | 0.3 | -12 | 10 | -2
COc1ccc(OC)c(/C=N/NC(=O)CCN2CCN(C(c3ccccc3)c3ccccc3)CC2)c1 | 48* | 1 | -22 | -26 | 6 | 0.1 | -13 | 15 | -11
O=c1[nH]ncc(N2CCN(Cc3ccccc3)CC2)c1Cl | 14 | 26* | -13 | -12 | 0 | -0.2 | 10 | -18 | -14
Cc1cccc(CSC2=NCCN2C(=O)c2ccc(S(=O)(=O)N(C)C)cc2)c1 | -2 | -7 | -11 | 8 | 4 | 1.0 | 8 | 9 | -8
Cc1ccc(SC[C@H](c2ccccc2)N2CCN(C)CCC2=O)cc1 | 33* | -4 | / | -28 | 5 | 0.6 | 3 | -2 | -13
CN(C(=O)c1cc(COc2c(F)cccc2F)on1)C1CCOC1 (stereo not drawn) | -14 | -16 | 7 | 13 | 4 | 1.1 | -19 | 25 | -2
COc1ccc(C(C(=O)NCC2CCCO2)N(C(=O)Cn2nnc3ccccc32)c2ccc(NC(C)=O)cc2)c(OC)c1 (stereo not drawn) | 2 | -3 | -1 | -2 | 0 | 0.0 | -5 | -19 | -1
Cc1nc(CN2CCN(C(=O)CCc3nnc(Cc4c[nH]c5ccccc45)o3)CC2)cs1 | 4 | -15 | -9 | -5 | 4 | 2.8 | -23 | 23 | -10
CCOC(=O)Cc1cc(=O)[nH]c(/N=C(\N)Nc2ccc(C)c(C)c2)n1 | -1 | -7 | -11 | -2 | 3 | 2.2 | 14 | 4 | -2
O=C1CC(N2CCN(c3ccc(O)cc3)CC2)C(=O)N1c1ccc2c(c1)OCO2 (stereo not drawn) | 2 | 5 | -7 | 4 | 9 | 2.2 | -2 | -2 | -4
COc1ccc2nc(C)cc(SCC(=O)NNC(=O)COc3ccc(C)cc3)c2c1 | -14 | -13 | 7 | 11 | 5 | 0.1 | -4 | 16 | -6

Another view of some results above:
Every second line gives: CHRM1 antagonist	CHO-K1 Ca antag	CHO parental Ca	M1 PAM	TAAR1 ag	CHO-K1 Ca ag	TAAR1 antagonist	CHO-K1 Ca PAM	M1 ag
- CC(C)(C)c1ccc(S(=O)(=O)N(CCCN2CCOCC2)Cc2cccs2)cc1
    6&5	-2&-2	-20	-4&-5	5&8	4.4&3.8	16&37	-11&7	-4&-8
- COCc1nnc(NC(=O)c2ccc(NC(=O)C(C)C)cc2)s1
    -4	-9	-11	2	13	0.2	4	21	-5
- COc1ccc(C(=O)C2CCCN(C(=O)Cn3nc(C)nc3C)C2)cc1F (stereo not drawn)
    -12	-14	/	8	0	1.1	-7	24	-5
- COc1cc(C2C(C#N)=C(N)Oc3c2ccc2ccccc32)ccc1OCC(=O)Nc1cccc(C)c1 (stereo not drawn)
    -6	-7	-6	13	1	0.0	-2	10	-3

Following part:
SMILES | CHRM1 antagonist | CHO-K1 Ca antag | CHO parental Ca | M1 PAM | TAAR1 ag | CHO-K1 Ca ag | TAAR1 antagonist | CHO-K1 Ca PAM | M1 ag
O=C1CCC(=O)c2oc3ccccc3c2N1 | 2 | 14 | -11 | 1 | 4 | 0.1 | -8 | -4 | 0
S=C(NC1CCCC1)N1CCN(C/C=C/c2ccccc2)CC1 | -3 | -6 | -18 | -9 | 7 | 8.8 | 6 | 13 | -7
CC(=O)C[C@H](O)CC(=O)[C@H]1OC(=O)CCCCCCCCc2ccccc21 | -6 | -15 | -1 | 9 | 9 | -0.1 | 2 | -6 | 1
C/C=C(/C)C(=O)O[C@@H]1c2cc3c(c(OC)c2-c2c(cc(OC)c(OC)c2OC)[C@@H](OC(C)=O)[C@@H](C)[C@H]1C)OCO3 | 2 | -17 | -19 | -3 | / | 0.8 | / | 24 | -4
O=C(OCC(=O)N1CCCCCC1)c1cccs1 | 2 | 2 | -8 | 6 | -3 | 0.0 | 4 | 9 | -2

Bioassay records (PubChem)
